Source: PubChem BioAssay (several laboratories)
Scp-1 inhibitor: inhibitors of human Scp-1 phosphatase | Q9GZU7 | Recombinant Scp1, phosphopeptide, malachite green phosphate absorbance | inhibition, % at 20 µM | hit rate 0.88% among 340,000 | AID 493091;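 active means inhibition above about 50% at 20 µM, limit read from the data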;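 further: plate controls were DMSO wells with enzyme for no effect and wells lacking enzyme for full effect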
Target sequence (Q9GZU7 76-261 limits assumed): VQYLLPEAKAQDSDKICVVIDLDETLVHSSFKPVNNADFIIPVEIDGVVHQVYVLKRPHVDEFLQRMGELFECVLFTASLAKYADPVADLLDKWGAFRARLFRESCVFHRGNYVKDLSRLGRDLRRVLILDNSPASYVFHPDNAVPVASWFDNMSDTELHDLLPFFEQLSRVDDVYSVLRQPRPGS
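assay system = SCP-1 phosphatase catalytic domain, residues 76-261 | buffer or medium = 50 mM Tris acetate pH 5.5, 0.005% Tween-20, 10 mM MgCl2 | incubation = enzyme reaction 45 min at room temperature, colour 5 min, stabilisation 30 min | signal = Phosphate-binding colour reagent, absorbance read at 630 nm | measure = % inhibition at 20 µM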
Neddyl block: inhibitors of human cullin neddylation; P61081+Q13564; TR-FRET cullin neddylation, biochemical; calls only at 25 µM; hit rate 0.58% among 360,000; AID 651699; in the data active means inhibition above about 36%
NadD inh: inhibitors of Staphylococcus aureus NadD; purified NadD enzyme, colorimetric absorbance read-out; inhibition, % at 20 µM; hit rate 0.78% among 360,000; in the data active means inhibition above about 26%; further: some compounds past the cut are filed as inactive
STEP block: inhibitors of human striatal-enriched phosphatase STEP. P54829. recombinant STEP, OMFP fluorogenic substrate, fluorescence. inhibition, % at 20 µM. hit rate 0.25% among 360,000;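 active means inhibition at 20 µM, scaled per plate between control wells, above about 37%, limit read from the data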;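 further: 0% = DMSO with enzyme and substrate and 100% = substrate only without enzyme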
Target sequence (P54829 whole entry, looked up): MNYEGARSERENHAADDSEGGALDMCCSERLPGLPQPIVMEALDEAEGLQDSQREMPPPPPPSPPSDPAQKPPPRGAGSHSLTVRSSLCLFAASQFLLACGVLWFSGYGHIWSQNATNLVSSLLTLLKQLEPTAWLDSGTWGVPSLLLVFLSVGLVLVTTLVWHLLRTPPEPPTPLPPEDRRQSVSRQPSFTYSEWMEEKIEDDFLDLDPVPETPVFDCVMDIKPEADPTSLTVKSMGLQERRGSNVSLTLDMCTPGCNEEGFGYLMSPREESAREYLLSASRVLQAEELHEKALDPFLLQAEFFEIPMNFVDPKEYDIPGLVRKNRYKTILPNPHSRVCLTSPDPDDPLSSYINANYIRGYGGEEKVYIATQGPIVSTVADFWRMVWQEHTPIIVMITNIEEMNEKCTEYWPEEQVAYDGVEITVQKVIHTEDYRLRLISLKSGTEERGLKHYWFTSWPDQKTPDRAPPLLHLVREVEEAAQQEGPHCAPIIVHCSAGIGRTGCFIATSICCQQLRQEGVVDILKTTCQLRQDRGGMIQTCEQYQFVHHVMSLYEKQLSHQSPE
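System: isolated STEP enzyme; schedule: 20 min enzyme reaction at room temperature, protected from light; medium: Bis-Tris buffer pH 6.0, 2.5 mM DTT, 0.005% Tween 20; signal: fluorescence, 480/540 nm; dosing: single compound dose of 20 µM, 1% DMSO final; also added: OMFP substrate, 25 µM final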
DNMT1 inh: inhibitors of human DNMT1; P26358; DNMT1 molecular beacon, Hinp1I cleavage, fluorescence; inhibition (reported as % activation of signal), % at 10 µM; hit rate 0.83% among 360,000; in the data active means inhibition above about 50%
Tb MetRS inh: Trypanosoma brucei MetRS inhibition. hit rate 0.4% among 360,000. inhibition, % at 11.9 µM. purified T. brucei MetRS, ATP depletion, Kinase-Glo luminescence. AID 624268;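 active means inhibition above a per-plate cutoff of the control wells' mean inhibition plus 3 SD, cut at about 5.5% in these data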;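 further: 0% = DMSO wells median and 100% = median of wells with control inhibitor compound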
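Assay system: T. brucei methionyl-tRNA synthetase, purified | Medium: HEPES buffer with MgCl2, KCl, DTT, spermine, BSA, pyrophosphatase | Compound: 11.9 µM single point | Incubation: 15 min enzyme-compound preincubation, 2 h reaction, 10 min detection, 25 °C | Measured by: Kinase-Glo luciferase luminescence reporting remaining unconsumed ATP | Measure: % inhibition normalized to control-well medians | Replication: Singlicate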
SKN-1 block: C. elegans SKN-1 inhibition; C. elegans VP596 Pgst-4::GFP/RFP ratio, acrylamide-induced, 24 h; inhibition, % at 21.8 µM; hit rate 0.49% among 360,000; AID 624304;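 active means interference check ratio from 0.5 to 1.5 plus GFP to RFP signal ratio inhibition reaching or exceeding a fixed threshold, cut at about 30% in these data, passing the limit was not always enough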; further: some compounds called inactive have numbers as strong as hits
NRP1-CendR mod: modulators of CendR peptide binding to human neuropilin-1. O14786. FAM-RPARPAR peptide binding to NRP-1, fluorescence polarization. inhibition, % at 25 µM. hit rate 0.85% among 360,000;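 active means inhibition or corrected inhibition above about 18%, plus a signal ratio from 0.5 to 1.5, limit read from the data, passing the limit was not always enough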; further: strong numbers were not always called active
LMPTP inh: LMPTP (human) inhibition; recombinant LMPTP-A, OMFP fluorogenic substrate, fluorescence intensity; inhibition, % at 20 µM; hit rate 0.22% among 360,000;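 active means compounds that cut the enzyme signal by at least half of the control window in the single-dose screen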;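 further: plate controls were DMSO wells with enzyme plus substrate for no effect and substrate without enzyme for full effect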
Target sequence (P24666 whole entry, looked up): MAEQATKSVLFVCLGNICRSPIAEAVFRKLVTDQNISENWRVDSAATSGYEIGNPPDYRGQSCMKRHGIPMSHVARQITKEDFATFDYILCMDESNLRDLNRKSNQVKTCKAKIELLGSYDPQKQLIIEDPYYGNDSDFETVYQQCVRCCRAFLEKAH
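Assay system: LMPTP-A, protein tyrosine phosphatase of low molecular weight / Medium: pH 6.0 Bis-Tris buffer with DTT and Triton X-100 / Schedule: 50 min enzyme reaction at room temperature, protected from light / Measured by: endpoint fluorescence intensity from OMFP dephosphorylation / Read-out basis: % inhibition relative to no-enzyme and uninhibited control wells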
SUMO1 PPI mod: modulators of human SUMO1-mediated protein-protein interactions. inhibition, % at 20 µM. AID 602429. hit rate 0.33% among 360,000. P63165. SUMO1 binding to a labelled peptide, TR-FRET, 1 h; in the data active means inhibition above about 37%
Target sequence (P63165 whole entry, looked up): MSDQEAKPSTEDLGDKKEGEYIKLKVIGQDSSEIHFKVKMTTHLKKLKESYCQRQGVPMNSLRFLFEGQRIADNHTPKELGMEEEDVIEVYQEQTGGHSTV
Numbers without * were called inactive; i = inactive; / = no result given.

Value order: Scp-1 inhibitor	Neddyl block	NadD inh	STEP block	DNMT1 inh	Tb MetRS inh	SKN-1 block	NRP1-CendR mod	LMPTP inh	SUMO1 PPI mod
Nc1c(Cl)cc(NC(=O)c2ccccc2C(=O)O)cc1Br
 : 9	i	-1	-2	-5	-1.2	-13	-15	-1.0	0
CC(=O)c1ccc(NC(=O)CC2Nc3cccc4cccc(c34)NC2=O)cc1 (stereo unspecified)
 : -8	i	11	0	-37	0.7	6	7	4.8	20
CN1CCN(S(=O)(=O)c2cc(C(F)(F)F)ccc2Cl)CC1
 : -10	i	-8	-4	0	-0.7	4	-6	-5.9	-2
Cc1ccc(C(=O)NC(=O)OCCn2c(C)cnc2[N+](=O)[O-])cc1
 : 9	i	0	-4	6	-1.4	4	14	-0.9	-5
COC(=O)C1=NN(c2cccc3ccccc23)C2C(=O)N(c3ccccc3OC)C(=O)C12 (stereo unspecified)
 : 7	i	3	-1	-9	0.0	3	-7	1.1	-15
Cc1ccc(S(=O)(=O)NC2CCCCC2)cc1
 : -6	i	-2	-1	0	-0.1	-8	-6	-1.8	1
COc1ccc(Cn2c(=O)oc3ccc(C)cc32)cc1OC
 : -6	i	0	2	-1	-0.5	-4	-6	-0.2	-5
O=C(Nc1cccc(Cl)c1)Nc1nc(-c2ccc(Cl)cc2)cs1
 : -15	i	15	1	-1	-1.0	-30	17	-1.8	-1
COC(=O)Cn1c(=O)c2c(n(Cc3ccccc3)c1=O)N/C(=C/c1ccc(Br)cc1)C2=O
 : 107*	/	3	14	-3	-1.1	-3	-44	2.3	-1
Cc1ccc(C)c(NC2=CC(=O)CC(C)(C)C2)c1C#N
 : 0	i	1	1	5	-0.5	-1	5	-0.8	-4
CCOC(=O)CN1C(=O)C(Sc2n[nH]c(-c3ccccc3)n2)CCc2ccccc21 (stereo unspecified)
 : -1	i	6	1	-4	-0.1	6	-4	0.8	-2
Cc1ccc(NC(=O)Cn2c(=O)n(Cc3ccco3)c(=N)c3c4c(sc32)COC(C)(C)C4)cc1
 : 8	i	7	3	-6	1.1	5	2	-1.2	-3
COC(=O)[C@@]12CCCCN1[C@H](c1ccc(SC3CCCCC3)cc1)[C@H]1C(=O)N(C)C(=O)[C@H]12
 : -3	i	3	0	-4	-0.3	8	-3	3.1	2
O=[N+]([O-])c1ccc(CNc2cccc(F)c2)s1
 : -4	i	-4	-3	-8	-0.8	0	0	-0.1	-26
O=C(NCc1ccco1)c1nc2nc(-c3cccs3)cc(C(F)(F)F)n2n1
 : 21	/	-1	0	56*	-0.7	3	-20	0.6	7

The list goes on, starting with the last six of the part before.
Value order: Scp-1 inhibitor	Neddyl block	NadD inh	STEP block	DNMT1 inh	Tb MetRS inh	SKN-1 block	NRP1-CendR mod	LMPTP inh	SUMO1 PPI mod
Cc1ccc(C)c(NC2=CC(=O)CC(C)(C)C2)c1C#N
 : 0	i	1	1	5	-0.5	-1	5	-0.8	-4
CCOC(=O)CN1C(=O)C(Sc2n[nH]c(-c3ccccc3)n2)CCc2ccccc21 (stereo unspecified)
 : -1	i	6	1	-4	-0.1	6	-4	0.8	-2
Cc1ccc(NC(=O)Cn2c(=O)n(Cc3ccco3)c(=N)c3c4c(sc32)COC(C)(C)C4)cc1
 : 8	i	7	3	-6	1.1	5	2	-1.2	-3
COC(=O)[C@@]12CCCCN1[C@H](c1ccc(SC3CCCCC3)cc1)[C@H]1C(=O)N(C)C(=O)[C@H]12
 : -3	i	3	0	-4	-0.3	8	-3	3.1	2
O=[N+]([O-])c1ccc(CNc2cccc(F)c2)s1
 : -4	i	-4	-3	-8	-0.8	0	0	-0.1	-26
O=C(NCc1ccco1)c1nc2nc(-c3cccs3)cc(C(F)(F)F)n2n1
 : 21	/	-1	0	56*	-0.7	3	-20	0.6	7
Cc1c(NC(=O)Nc2ccc([N+](=O)[O-])cc2)c(=O)n(-c2ccccc2)n1C
 : -16	i	-2	-3	-3	-0.3	2	-8	-0.9	-16
O=C(CN1C(=O)S/C(=C/c2cccs2)C1=O)N1CCCC1
 : -10	i	6	-1	2	-0.5	13	6	-0.2	-32
CC(=O)c1c(C)[nH]c(C(=O)NCc2ccccc2)c1C
 : -7	i	-3	5	1	0.3	-6	-2	0.0	-1
C=Cn1cc[n+](CC(=O)c2cc(C(C)(C)C)c(O)c(C(C)(C)C)c2)c1
 : -5	i	-6	-2	-2	-0.3	-4	0	-0.2	3
COc1ccccc1/C=C/C(=O)NC(=S)NCC1CCCO1 (stereo unspecified)
 : -4	i	-7	3	1	-0.4	1	-9	1.7	-8
Oc1c(N=NC(=S)Nc2ccccc2F)c2ccccc2n1Cc1ccccc1
 : -17	i	18	0	-1	-0.7	7	-7	2.2	-6
Cc1ccc(C)c(OCc2cc(C(=O)N3CC[C@@H]4CCCC[C@H]4C3)no2)c1
 : -12	i	7	-1	3	-0.4	23	-19	3.7	2
CC1=C(C(=O)OC2CCCC2)C(c2coc3ccccc3c2=O)C2=C(CC(C)(C)CC2=O)N1 (stereo unspecified)
 : 2	i	4	0	-1	0.0	9	-2	1.1	-5
O=C(CSc1ccsc1[N+](=O)[O-])Nc1cc(F)ccc1F
 : 72*	i	1	5	70*	-1.0	0	3	21	0
Cc1n[nH]c(C)c1CCCCOc1ccc([N+](=O)[O-])cc1
 : 0	i	1	0	2	0.4	1	6	-0.3	-13
O=C1C(Cl)=C(N2CCCCCC2)C(=O)N1c1ccccc1
 : -6	i	5	8	4	0.1	2	4	0.7	-25
COc1ccc(NC(=O)CNC(=O)C2CCCCC2)cc1
 : -2	i	0	-3	10	-0.6	10	-1	0.3	-1
CNS(=O)(=O)c1cc(O)c2c(S(=O)(=O)NC)cccc2c1
 : -5	i	1	-3	1	0.4	16	2	-0.7	-5
Nc1ccc(C(=O)Nc2ccc(NC(=O)c3ccco3)c(O)c2)cc1
 : -8	i	0	-1	-1	-1.2	-5	5	0.3	6
CC1(C)CC(n2c(NCCO)nc3c(c2=O)C2(CCCC2)Cc2ccccc2-3)CCO1 (stereo unspecified)
 : 1	/	-7	2	-5	-1.3	-3	3	1.4	3

(more compounds)
Value order: Scp-1 inhibitor	Neddyl block	NadD inh	STEP block	DNMT1 inh	Tb MetRS inh	SKN-1 block	NRP1-CendR mod	LMPTP inh	SUMO1 PPI mod
CCc1nnc(NS(=O)(=O)c2ccc(NC(=S)NC(=O)c3cccs3)cc2)s1
 : -5	i	4	-3	1	-1.0	-5	-4	-0.5	5
CCCC(=O)NC(c1ccccc1Cl)c1ccc2cccnc2c1O (stereo unspecified)
 : 3	i	3	3	-5	0.0	2	1	1.5	0
CC(C)c1ccc(OCC(=O)Nc2ccc(OC(F)(F)F)cc2)cc1
 : -8	i	-3	-1	18	-0.6	9	-5	-2.5	1
Cc1cccc(-n2cc[nH]c2=S)c1
 : -9	i	0	-4	0	0.6	7	-8	-1.7	1
Cc1cc(C(=O)COc2cc(F)ccc2[N+](=O)[O-])c(C)n1C1CC1
 : -7	i	-15	-4	-6	-0.7	13	6	0.0	-8
O=C(CN1CCN(C(=O)CNC(=O)c2ccc(-c3ccccc3)cc2)CC1)Nc1ccccc1Cl
 : /	i	2	0	-8	0.2	-19	-6	0.4	-4
COc1ccccc1NC(=O)c1[nH]c(C)c(C(C)=O)c1C
 : -1	i	-8	-3	0	-0.3	-2	2	-1.5	3
C/C(=N\NC(=O)C1CCCC1)c1ccc(NC(=O)C(F)(F)F)cc1
 : /	i	0	0	-26	0.5	-6	-5	-0.7	7
Cc1cc(C)n(C(=O)CCC(=O)Nc2ccc(C)c(C)c2)n1
 : -15	i	-4	-5	0	-0.1	-11	-7	-1.6	-1
Cc1cc2c(cc1C)-c1c(ssc1=Nc1ccc(S(N)(=O)=O)cc1)C(C)(C)N2
 : -8	i	23	-2	-35	-0.4	-15	-2	3.3	-3
Cc1cc(C)n(CC(=O)Nc2ccc(N3CCOCC3)c(Cl)c2)c(=O)c1C#N
 : -7	i	-3	0	0	0.7	11	2	-0.6	-6
CC(C)NS(=O)(=O)c1cccc2nsnc12
 : 0	i	3	-2	5	-1.4	-9	5	2.4	-22
CCCc1nnc(SCC(=O)Nc2nccs2)o1
 : -1	i	-1	0	3	-0.7	-3	0	-0.4	1
Cc1ccc(S(=O)(=O)N2[C@@H](c3ccc(F)cc3)C(C(=O)O)=CC[C@H]2c2ccc(C(C)C)cc2)cc1
 : -4	i	11	-1	6	0.0	-14	-25	0.1	10
CN1CCN(c2nc3c(c(=O)n(C)c(=O)n3C)n2Cc2ccc(Cl)cc2)CC1
 : -4	i	-2	-2	0	0.4	19	-8	-4.4	8

Continuation:
Value order: Scp-1 inhibitor	Neddyl block	NadD inh	STEP block	DNMT1 inh	Tb MetRS inh	SKN-1 block	NRP1-CendR mod	LMPTP inh	SUMO1 PPI mod
CCOC(=O)C1=C(Nc2ccccc2)CC(C)(O)C(C(=O)OCC)C1c1ccc(Br)cc1 (stereo unspecified)
 : -5	i	-5	2	-12	-0.1	13	-4	0.6	0
Cc1[nH]c2ccccc2c1C(c1ccncc1)N1CCN(c2ccccc2F)CC1 (stereo unspecified)
 : -1	i	7	0	-9	-0.3	13	-2	2.3	0
Cc1nc(-c2ccc(Br)cc2)ccc1C(=O)O
 : -7	i	-4	0	4	-0.2	11	-4	-0.1	-2
COC(=O)c1cc(Br)ccc1NC(=O)Nc1ccc(C)cc1
 : -10	i	-1	-2	-1	3.3	2	-1	0.2	-1
CC(C)C[C@H]1CNC(=O)C(=O)N1C[C@@H]1CCCN1C[C@H](Cc1ccccc1)N1C[C@H](CC(C)C)N(CC2CCCCCC2)C(=O)C1=O
 : /	i	24	/	/	-0.4	6	-4	-0.1	6
CN(C(=O)COC(=O)c1ccc(Cl)c(S(=O)(=O)N2CCCCC2)c1)C1(C#N)CCCCC1
 : 1	i	-4	4	4	0.4	5	-4	1.3	4
Cc1csc(NC(=O)c2ccc[nH]c2=O)n1
 : -1	i	-3	0	1	-0.8	2	14	-0.2	3
CCOc1ccc(NC(=O)c2cccc(S(=O)(=O)Nc3c(C)n(C)n(-c4ccccc4)c3=O)c2)cc1
 : -5	i	6	-2	1	-0.4	-8	10	-0.8	0
COc1ccc(S(=O)(=O)Nc2ccc3c(c2)n(C)c(=O)n3C)cc1OC
 : 5	i	-3	2	2	-1.2	-2	-1	-1.1	-3
CC1(C)Nc2ccccc2N(Cc2ccc([N+](=O)[O-])cc2)C1=O
 : -1	i	-2	0	-1	-1.3	13	17	-2.0	-8
